ARNT TACC3 PPI: ARNT/TACC3 interaction disruption; inhibition, % at 9.99 µM; 390,000 tested, 0.66% active; AlphaScreen His-ARNT PAS-B/GST-TACC3 binding, luminescence; TACC3 fragment carries E629A point mutation; Q9Y6A5;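 active means mean inhibition of replicates at least 50% and at least half of replicates each reaching 50%; inconclusive means half or more replicates reach 50% but mean below 50%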;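 further: 0% = complete ARNT plus TACC3 wells and 100% = ARNT alone without TACC3; many hits fall short of the cut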
LGR2 antag: blocks bursicon-induced cAMP signaling via Drosophila LGR2; HEK293 LGR2, CRE-luciferase, bursicon-stimulated, 4 h; inhibition, % at 9.99 µM; 380,000 tested, 0.35% active; AID 720647;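 active means drop in luminescence signal, shown as inhibition above about 50% in the replicate tests, limit read from the data, passing the limit was not always enough; inconclusive means probably only some replicates passing the limit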;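 further: agonist challenge used bursicon conditioned medium at about half maximal strength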
EWS-Fli block: blocks EWS/Fli oncoprotein-driven transcription; A673 NR0B1-luciferase reporter, viability-normalised; AID 651661; inhibition, % at 12.6 µM; 350,000 tested, 0.67% active;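 active means mean inhibition of at least 50% after viability correction, with every replicate also passing that limit; inconclusive means mean reaches 50% but only one of two replicates passes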;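 further: firefly luciferase signal divided by Alamar Blue viability fluorescence both relative to DMSO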
DENV2 CPE rescue: protects cells from dengue virus 2 cytopathic effect | CPE inhibition, % at 9.99 µM | AID 651640 | 350,000 tested, 1.7% active | DENV2-infected cells, cytopathic effect rescue, plate reader; in the data active means CPE inhibition above about 20%, passing the limit was not always enough; inconclusive means no clear call, values can overlap the other calls; tested in BHK-21 cells;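 further: 0% = median of neutral control wells and 100% = median of positive control wells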
SIRT5 inh: blocks human SIRT5 desuccinylation of peptide; inhibition, % at 15 µM; Purified SirT5, succinyl-peptide AMC, trypsin-coupled fluorescence; Q9NXA8; 330,000 tested, 1.1% active; in the data active means inhibition above about 15%; inconclusive means no clear call, values can overlap the other calls
Target sequence (Q9NXA8 whole entry, looked up): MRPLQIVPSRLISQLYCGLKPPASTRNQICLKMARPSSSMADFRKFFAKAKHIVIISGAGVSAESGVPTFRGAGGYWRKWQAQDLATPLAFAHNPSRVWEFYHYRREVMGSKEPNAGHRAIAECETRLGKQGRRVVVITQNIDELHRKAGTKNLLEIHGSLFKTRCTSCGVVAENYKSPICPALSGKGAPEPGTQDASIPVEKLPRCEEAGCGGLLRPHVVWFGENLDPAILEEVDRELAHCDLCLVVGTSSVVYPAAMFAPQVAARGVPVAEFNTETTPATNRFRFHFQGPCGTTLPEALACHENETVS
CASP6 VEID inh: inhibitors of human caspase-6; P55212; purified caspase-6, Z-VEID-R110 cleavage fluorescence; inhibition, % at 12.5 µM; 350,000 tested, 0.53% active; AID 686996;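 active means mean inhibition across replicates at least about 35%, with every replicate also reaching that limit, limit read from the data; inconclusive means only one of the two criteria met; inactive means neither criterion met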;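 further: 0% = median of neutral control wells and 100% = no fluorescence left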
Target sequence (P55212 24-179 limits assumed): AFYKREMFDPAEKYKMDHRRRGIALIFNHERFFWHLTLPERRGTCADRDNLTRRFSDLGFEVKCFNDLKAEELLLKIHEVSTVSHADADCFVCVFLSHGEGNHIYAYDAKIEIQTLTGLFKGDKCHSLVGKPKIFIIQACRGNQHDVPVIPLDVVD
Target sequence (P55212 194-293 limits assumed): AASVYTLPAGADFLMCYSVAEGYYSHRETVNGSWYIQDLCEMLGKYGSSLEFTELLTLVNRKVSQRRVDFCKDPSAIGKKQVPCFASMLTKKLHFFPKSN
PAX8 reporter: inhibitors of PAX8 transcriptional activity in RMG-I cells | RMG-I TPO-luciferase reporter, SteadyGlo, 24 h | inhibition, % at 12.6 µM | 360,000 tested, 1.2% active;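 active means mean replicate inhibition at least 60% with every replicate also reaching 60%; inconclusive means only one of the two criteria is met; inactive means mean below 60% and not all replicates reaching 60%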;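 further: luciferase light reporting Pax8 driven TPO promoter activity; plate controls were median of neutral control wells for no effect and mitoxantrone controls for full effect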
Starred values were filed as active, the others as inactive; ? = inconclusive; / = no result given; & = joins results of further samples.

Preview, five compounds:
SMILES	ARNT TACC3 PPI	LGR2 antag	EWS-Fli block	DENV2 CPE rescue	SIRT5 inh	CASP6 VEID inh	PAX8 reporter
CCN(CC)CCCn1c(SCC(=O)NCC2CCCO2)nc2ccccc2c1=O (centres undefined)	-9	-11	1	18	2	-8	6
Cc1onc(-c2c(Cl)cccc2Cl)c1NC(=O)NN(C)C	-3	11	-1	3	-2	-4	23
COc1ccc(NC(=O)N[C@@H]2CC[C@H](CCNC(=O)Cc3ccncc3)O[C@H]2CO)cc1	10	0	-6	9	-3	0	-3
Cn1cccc1CNC(=S)Nc1cc(F)cc(F)c1	4	-9	9	0	7	-5	13
Cc1ccccc1CN1C(=O)c2ccccc2Sc2ccc(C(=O)O)cc21	10	17	-1	4	-2	/	-5

This part in full, previewed entries included:
SMILES	ARNT TACC3 PPI	LGR2 antag	EWS-Fli block	DENV2 CPE rescue	SIRT5 inh	CASP6 VEID inh	PAX8 reporter
CCN(CC)CCCn1c(SCC(=O)NCC2CCCO2)nc2ccccc2c1=O (centres undefined)	-9	-11	1	18	2	-8	6
Cc1onc(-c2c(Cl)cccc2Cl)c1NC(=O)NN(C)C	-3	11	-1	3	-2	-4	23
COc1ccc(NC(=O)N[C@@H]2CC[C@H](CCNC(=O)Cc3ccncc3)O[C@H]2CO)cc1	10	0	-6	9	-3	0	-3
Cn1cccc1CNC(=S)Nc1cc(F)cc(F)c1	4	-9	9	0	7	-5	13
Cc1ccccc1CN1C(=O)c2ccccc2Sc2ccc(C(=O)O)cc21	10	17	-1	4	-2	/	-5
Cc1cccc(NC(=O)Nc2ccc3c(c2)N(C)C(=O)CS3)n1	-2	-18	-112	1	15	2	-75
CCC1CCCCN1CCNC(=O)C1CCCN(S(=O)(=O)c2cccc3nsnc23)C1 (centres undefined)	-4	-12	4	8	1	-17	-2
COc1ccc(C2=Nc3ccccc3NC(=O)C2N(C(=O)c2cc3ccccc3[nH]2)c2ccccc2)cc1 (centres undefined)	/	-96	-85	7	-1	3	-69
Cc1nn(CC(=O)NCCCN2C(C)CCCC2C)c(=O)c2cc3occc3n12 (centres undefined)	-1	2	/	5	0	-17	2
COc1ccccc1-c1ccccc1[C@@H]1[C@H](C#N)N(C(=O)C2CC2)[C@H]1CO	/	-12	-2	-1	1	/	-8
O=C(CCN1C(=O)c2ccccc2S1(=O)=O)NCc1ccccc1Cl	-3	5	-2	4	0	3	-10
CCCCCCCCN1C(=O)[C@@H](CC(=O)NCCCN2CCCC2=O)C[C@@]2(C(=O)OC)C1=C[C@H](C(C)(C)C)O[C@@H]2C	/	/	4	-1	/	2	25
CC(C)C(=O)Nc1ccc2c(c1)C(=O)N(C)[C@@H]1CC[C@H](CC(=O)N[C@H](C)c3ccccc3)O[C@H]1CO2	-8	11	3	-5	/	/	-1
CCN1C(=O)[C@H]2[C@H]3CN=C(SCc4ccc(C)cc4)N3[C@@](CC)(C(=O)OC)[C@H]2C1=O	1	-24	-1	6	-2	2	4
NC(=O)c1cc(S(=O)(=O)N2CCCCC2)cs1	12	8	5	0	-4	-11	-28
COc1ccc(C(=O)N/N=C(\C)CC(=O)Nc2ccc3c(c2)OCO3)cc1	-4	9	4	0	1	-1	0
CC1(C(=O)Nc2ccc3nc[nH]c3c2)CCN1C(=O)C1(c2ccccc2)CCCC1 (centres undefined)	/	7	6	?	/	1	22
COc1ccc(CNS(=O)(=O)c2cc(Br)cc3c2N(C(C)=O)C(C)C3)cc1 (centres undefined)	-2	9	-10	?	2	0	-4
Cc1cc(F)ccc1-c1cc(C(=O)NC(C)C)[nH]n1	/	-30	-70	-10	-1	-1	-81
COc1ccc(S(=O)(=O)Nc2ccc3c(c2)C(=O)N([C@H](C)CO)C[C@H](C)[C@H](CN(C)C(=O)Nc2ccc(F)cc2)OCCCC[C@@H](C)O3)cc1	-8	-9&3	-8&11	3&-6	3&4	-2&-1	-9&2
Cc1ccc(S(=O)(=O)N2C(=O)CCC2C(=O)O/N=C(\N)c2ccccc2)cc1 (centres undefined)	-2	-6	/	-1	-3	2	0
CCOc1ccccc1CN1CCNC(=O)C1CC(=O)NC1CCCCCC1 (centres undefined)	/	6	-2	0	3	2	1
O=C(O)CCc1nc2cc3ccccc3cc2[nH]1	-6	-25	0	1	-2	-2	1
O=C(CCNC(=O)C1CCN(S(=O)(=O)c2ccccc2)CC1)NCCc1ccc(Cl)cc1	2	-1	10	4	-2	-2	25
COCCNC(=O)c1onc(CSc2ccc(F)cc2)c1C(=O)NCCOC	/	-10	-8	4	0	-3	-7
CN(c1ccccc1)S(=O)(=O)c1cccc(C(=O)OCC(=O)Nc2ccc(C(N)=O)cc2)c1	-1	/	2	-5	/	40*	8
COc1ccc(CN(C)C(C)C(=O)NC2CCCc3ccccc32)cc1 (centres undefined)	-6	-9	-6	10	-2	2	-5
CC(C)CC#Cc1ccc2c(c1)O[C@H](CN(C)C(=O)c1cnccn1)[C@@H](C)CN([C@@H](C)CO)S2(=O)=O	1	6	8	2	-10	6	18
CC(=O)Nc1ccc(NC(=O)c2cc(-c3ccccc3)nc3ccccc23)cc1	26	-7	-22	0	-3	-2	31
C[C@@H]1CN([C@@H](C)CO)C(=O)c2c(c3ccccc3n2C)-c2ccccc2CO[C@H]1CN(C)Cc1ccccc1C(F)(F)F	/	10	-3	-25	12	/	/
CCC(=O)N1C[C@H](C)[C@@H](OC)CN(C)C(=O)c2ccc(NC(=O)c3ccccc3)cc2OC[C@@H]1C	2	8	8	-4	-1	-2	-20
Cc1nnc(SCC(=O)Nc2nccs2)n1N	38	16	-9	-1	1	1	-31
COc1ccc(-n2c(N)c(C(=O)Nc3c(C)n(C)n(-c4ccccc4)c3=O)c3nc4ccccc4nc32)cc1	-7	6	17	1	0	0	-4
COC(=O)C[C@@H]1CC[C@@H]2[C@H](COc3ccc(NC(=O)Nc4c(C)noc4C)cc3C(=O)N2C)O1	-4	19	8	5	-3	-2	-11
COc1ccccc1N1CCN(C(=O)NCc2ccc(Cl)cc2)CC1	0	5	/	19	3	0	-5
CCCOCC(O)CC(CC)C(=O)NNC(=S)Nc1ccccc1 (centres undefined)	-10	-3	-18	4	-1	0	-40
N#C[C@@H]1[C@@H](c2ccccc2C2=CCCCC2)[C@@H](CO)N1C(=O)C1CCOCC1	/	18	-4	-7	-3	-2	/
CO[C@H]1CN(C)C(=O)c2ccc(NC(=O)c3ccccc3)cc2OC[C@H](C)NC[C@H]1C	-2	5	-6	-4	/	-1	-19
Cc1ccc(-c2ccc3c(c2)O[C@H](CN(C)C(=O)Nc2ccc(C(F)(F)F)cc2)[C@H](C)CN([C@@H](C)CO)S3(=O)=O)cc1	8	13	15	-3	2	-1	/
Oc1ccc(/C=N/NC(=S)Nc2cccnc2)cc1O	10	14	27	-2	6	13	30
COC(=O)c1ccc(CN2CCC(CO)(CCOc3ccccc3)CC2)cc1	-2	1	-8	-5	1	-2	-34
Nc1ccc2c(c1)[nH]c(=O)c1ccccc12	-4	-25	-14	3	-7	0	-12
C=CCn1c(SCC(=O)NCC2CCCO2)nc2c([nH]c3ccccc32)c1=O (centres undefined)	-1	-5	8	-13	0	2	/
O=C(C[C@H]1CC[C@@H]2[C@H](COC[C@@H](O)CN2C(=O)c2ccncc2)O1)NC1Cc2ccccc2C1	15	1	3	10	-4	-2	11
COc1ccccc1CNC(=O)CCNC(=O)C1CCN(S(=O)(=O)c2ccccc2)CC1	-4	-6	/	13	-2	-5	9
CNc1cncc(-c2cc(OC)ccc2OC)n1	/	2	-7	-7	/	-3	-8
CCCCN(C(=O)c1cccc(S(=O)(=O)N(C)c2ccc(C)cc2)c1)c1c(N)n(CC(C)C)c(=O)[nH]c1=O	/	-17	1	13	-1	-2	3
COc1ccc(CCNc2nc(Cl)nc(NC(C)(C)CO)n2)cc1OC	-7	-19	9	-5	-1	-2	-21
C=CCn1c(Cn2c(-c3cnccn3)nc3ccccc32)nc2ccccc21	/	-2	3	12	-2	0	-7
O=C(NC1CCCc2c1cnn2-c1cc(F)cc(F)c1)c1ccncc1 (centres undefined)	-1	-9	/	-1	-2	-5	7
New compounds follow:
SMILES	ARNT TACC3 PPI	LGR2 antag	EWS-Fli block	DENV2 CPE rescue	SIRT5 inh	CASP6 VEID inh	PAX8 reporter
O=C(O)CC(C(=O)Nc1ccc(F)cc1)C1CCCO1 (centres undefined)	-8	7	0	-1	3	-5	10
CC(C)C[C@@H](CO)NC(=O)CC[C@H](NC(=O)OC(C)(C)C)C(=O)N(Cc1ccccc1)Cc1ccccc1	8	16	-13	?	-2	-1	19
COc1ccc(S(=O)(=O)NCc2ccccc2)cc1Br	-3	-6	4	-5	4	0	17
CCCN(C)C[C@@H]1Oc2cc(C#CC3(O)CCCC3)ccc2S(=O)(=O)N([C@H](C)CO)C[C@@H]1C	2	-2	16	3	6.2*	-1	/
Cc1cccc(-c2ccc([C@@H]3[C@@H](CO)N4CCCCN(C(=O)NC(C)C)C[C@H]34)cc2)c1	4	-18	11	12	-6	0	-5
Cc1noc(C)c1COc1ccccc1C(=O)N1CCN(S(=O)(=O)c2cccc(Cl)c2)CC1	0	2	2	-3	-5	0	10
CCOC(=O)c1ccc(NC(=O)NCc2c(C)nn(CC)c2C)cc1	-2	-11	-11	-7	1	2	5
O=C(NCC[C@@H]1CC[C@H](NC(=O)c2ccccc2F)[C@@H](CO)O1)c1cnccn1	-29	-8	1	-10	0	-3	-3
O=C(CNC(=S)N(CCCN1CCOCC1)Cc1cccs1)NCc1ccc(Cl)cc1	0	-9	/	-2	-2	3	2
CC(C)[C@@H]1Cc2[nH]n(C)c(=O)c2[C@H](c2ccc(Cl)cc2)O1	/	1	-5	-24	0	-1	4
O=C(CCNC(=O)c1ccc(Br)cc1)NCC(c1ccco1)N1CCCCC1 (centres undefined)	2	-1	2	82*	-4	-4	-1
C[C@H](CO)N1C[C@H](C)[C@H](CN(C)Cc2cccnc2)OCc2cn(nn2)CCCC1=O	0	8	-1	4	-1	0	/

Another view of part of the listing above.
Values run as follows: ARNT TACC3 PPI, LGR2 antag, EWS-Fli block, DENV2 CPE rescue, SIRT5 inh, CASP6 VEID inh, PAX8 reporter
- CC(C)C[C@@H](CO)NC(=O)CC[C@H](NC(=O)OC(C)(C)C)C(=O)N(Cc1ccccc1)Cc1ccccc1
→ 8, 16, -13, ?, -2, -1, 19
- COc1ccc(S(=O)(=O)NCc2ccccc2)cc1Br
→ -3, -6, 4, -5, 4, 0, 17
- CCCN(C)C[C@@H]1Oc2cc(C#CC3(O)CCCC3)ccc2S(=O)(=O)N([C@H](C)CO)C[C@@H]1C
→ 2, -2, 16, 3, 6.2*, -1, /
- Cc1cccc(-c2ccc([C@@H]3[C@@H](CO)N4CCCCN(C(=O)NC(C)C)C[C@H]34)cc2)c1
→ 4, -18, 11, 12, -6, 0, -5
- Cc1noc(C)c1COc1ccccc1C(=O)N1CCN(S(=O)(=O)c2cccc(Cl)c2)CC1
→ 0, 2, 2, -3, -5, 0, 10
- CCOC(=O)c1ccc(NC(=O)NCc2c(C)nn(CC)c2C)cc1
→ -2, -11, -11, -7, 1, 2, 5
- O=C(NCC[C@@H]1CC[C@H](NC(=O)c2ccccc2F)[C@@H](CO)O1)c1cnccn1
→ -29, -8, 1, -10, 0, -3, -3
